EPAC1 antagonist: blocks human EPAC1 exchange factor; Potency, µM (top dose mostly 115 µM), inactives show at the highest dose activity change, negative = inhibition, usual class: inhibitors; hit rate 0.14% among 360,000; O95398; EPAC1 GEF assay, Rap1b-BODIPY-GDP exchange fluorescence;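 further: potency means the concentration at half of the fitted maximal effect; plate controls were vehicle for no effect and positive control for full effect; nearly all actives have a fitted effect of over 50% in size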
PI5P4K alpha inh: blocks human PI5P4K alpha kinase activity; hit rate 1.2% among 330,000; max response, %; PI5P4Kalpha enzyme, ADP-Glo luminescence, 60 min; hits give low values; active means max response of -50% or lower; inconclusive means between -30% and -50%; inactive means -30% or higher; further: value at the top dose of about 77 µM; on the % scale 0 is the no-effect control and ±100 the full control effect
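Reactions run in 0.038 M HEPES pH 7.4, 0.28 mM EGTA, 0.1% CHAPS and 5% DMSO, with PI5P4Kalpha, substrate, compound and 5 microM ATP final, one hour at room temperature. Readout is ADP-Glo luminescence.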
WRN inhibitor: blocks human WRN helicase; Q14191; WRN helicase unwinding, fluorescent forked duplex, kinetic; Potency, µM (doses to about 114 µM), for the others: at the top dose activity change, negative = inhibition, most hits filed as inhibitors; hit rate 0.46% among 360,000; further: potency means the concentration at half of the fitted maximal effect; on the % scale 0 is the no-effect control and ±100 the full control effect; nearly all actives have a fitted effect of over 55% in size
Target sequence (Q14191 whole entry, looked up): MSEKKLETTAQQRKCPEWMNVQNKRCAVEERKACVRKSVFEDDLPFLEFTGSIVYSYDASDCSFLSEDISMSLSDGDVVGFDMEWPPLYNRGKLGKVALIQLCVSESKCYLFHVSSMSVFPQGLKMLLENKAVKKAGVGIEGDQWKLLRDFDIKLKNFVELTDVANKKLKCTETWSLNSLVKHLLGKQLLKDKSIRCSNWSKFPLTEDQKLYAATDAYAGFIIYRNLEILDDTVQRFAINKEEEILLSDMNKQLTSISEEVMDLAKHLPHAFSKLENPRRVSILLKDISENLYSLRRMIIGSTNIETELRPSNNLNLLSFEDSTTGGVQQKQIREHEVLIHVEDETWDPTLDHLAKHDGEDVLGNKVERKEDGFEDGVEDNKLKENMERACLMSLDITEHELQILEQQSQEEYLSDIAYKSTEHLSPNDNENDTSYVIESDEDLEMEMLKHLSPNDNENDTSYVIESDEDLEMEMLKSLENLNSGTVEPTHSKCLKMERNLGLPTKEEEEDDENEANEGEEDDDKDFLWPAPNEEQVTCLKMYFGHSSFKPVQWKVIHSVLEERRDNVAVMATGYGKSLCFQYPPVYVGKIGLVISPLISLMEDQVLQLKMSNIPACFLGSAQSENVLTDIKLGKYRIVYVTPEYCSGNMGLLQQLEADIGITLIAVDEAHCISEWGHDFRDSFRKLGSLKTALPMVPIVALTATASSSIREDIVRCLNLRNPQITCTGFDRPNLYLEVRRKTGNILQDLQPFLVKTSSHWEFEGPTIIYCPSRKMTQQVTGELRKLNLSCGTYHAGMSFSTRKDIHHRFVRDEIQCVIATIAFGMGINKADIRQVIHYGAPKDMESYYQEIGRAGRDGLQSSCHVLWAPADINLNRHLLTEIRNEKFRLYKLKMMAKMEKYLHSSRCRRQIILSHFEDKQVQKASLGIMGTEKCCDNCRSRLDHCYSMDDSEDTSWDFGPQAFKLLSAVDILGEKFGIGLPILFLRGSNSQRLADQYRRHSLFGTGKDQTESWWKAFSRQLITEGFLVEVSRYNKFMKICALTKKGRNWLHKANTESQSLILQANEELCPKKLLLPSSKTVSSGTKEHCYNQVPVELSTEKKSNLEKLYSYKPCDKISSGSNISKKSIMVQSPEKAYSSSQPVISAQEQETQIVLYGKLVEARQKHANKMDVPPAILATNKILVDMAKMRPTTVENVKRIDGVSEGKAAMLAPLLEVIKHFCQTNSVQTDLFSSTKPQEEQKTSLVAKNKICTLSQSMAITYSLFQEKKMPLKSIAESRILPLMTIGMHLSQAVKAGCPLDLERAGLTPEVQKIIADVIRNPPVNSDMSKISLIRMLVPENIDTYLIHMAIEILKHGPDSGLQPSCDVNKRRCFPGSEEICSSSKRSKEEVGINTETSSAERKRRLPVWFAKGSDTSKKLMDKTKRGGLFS
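Kinetic fluorescence helicase assay: unwinding of a quenched forked DNA duplex (100 nM final) with 2 mM ATP final raises red fluorescence (525/598 nm). Compounds sat 15 min at room temperature with 20 nM WRN beforehand.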
Abeta rescue: compounds reversing amyloid beta toxicity in yeast. yeast expressing A-beta42, growth rescue, OD600, 48 h; response scale: 0% DMSO, 100% iron-clioquinol control. Potency, µM (doses to about 46.1 µM), inactives show top-dose growth rescue, actives largely listed as activators. hit rate 0.063% among 410,000. AID 1347071; further: potency means the concentration at half of the fitted maximal effect; nearly all actives have a fitted effect of over 55% in size
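Yeast growth medium received pinned compounds, then yeast cells expressing toxic A-beta were added; plates incubated at 30 C for 48 hr. Growth read as absorbance at 600 nm, normalized to DMSO and equimolar FeCl3 plus clioquinol controls.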
PLK1 PBD block: inhibitors of human PLK1 polo-box domain binding; Potency, µM, without a hit: max response, negative = inhibition, usual class: inhibitors; hit rate 2.8% among 360,000; P53350; Plk1 PBD binding of FITC phosphopeptide, fluorescence polarization; further: potency means the concentration at half of the fitted maximal effect; series mostly up to about 57 µM; on the % scale 0 is the no-effect control and ±100 the full control effect; nearly all actives have a fitted effect of over 65% in size
aSyn rescue: rescues yeast growth from alpha-synuclein toxicity | Yeast expressing alpha-synuclein, growth rescue, BacTiter-Glo, 24 h | hit rate 0.14% among 370,000 | AID 652106 | Potency, µM (doses to about 46.1 µM), inactives show at the highest dose growth rescue (activation), most hits filed as activators; further: potency means the concentration at half of the fitted maximal effect; % of control where 0% means no effect; nearly all actives have a fitted effect of over 65% in size
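Galactose-induced alpha-syn yeast (OD600=0.02, raffinose-pregrown) + pinned cpd, 24 hr, 30 deg C; growth by BacTiter-Glo luminescence. Growth restoration scores as activation.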
EPAC1 ag: activates human EPAC1 exchange factor. EPAC1 agonist qHTS, biochemical assay; response scale: 100% = response to 6.5 mM cAMP. Potency, µM (top dose mostly 154 µM), inactives show at the highest dose activation, actives largely listed as activators. hit rate 0.073% among 360,000; further: potency means the concentration at half of the fitted maximal effect; nearly all actives have a fitted effect of over 60% in size
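Multi-concentration qHTS readout: loss of Rap1B-bound BODIPY-GDP fluorescence driven by 100 nM EPAC1 with excess GDP (50 uM), monitored kinetically at room temperature; agonist response expressed relative to 6.5 mM cAMP.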
IL2 activator: activates IL-2 in a cell-based reporter assay | IL-2 activation reporter assay, cell-based qHTS; stimulated with anti-CD3/CD4/CD28 beads; in transgenic mouse T cells | activation, % (series mostly up to about 46 µM) | hit rate 0.065% among 360,000; in the data active means activation above about 50%; inconclusive means mostly about 30% to 49%; further: 0% is about no effect
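EGFP and DsRed fluorescence is measured by plate cytometry in unstimulated transgenic mouse T cells exposed to compound for 60 minutes, then stimulated 18 hours at 37 degrees C with anti-CD3/anti-CD4 beads plus anti-CD28.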
FUS yeast rescue: suppressors of FUS proteinopathy in yeast | S. cerevisiae FUS-expressing, growth rescue, OD600, 24 h | Potency, µM (series often up to 76.6 µM), without a hit: at the highest dose growth rescue (activation), usual class: activators | hit rate 0.24% among 390,000;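 further: potency means the concentration at half of the fitted maximal effect; plate controls were DMSO vehicle for no effect and reference control for full effect; nearly all actives have a fitted effect of over 55% in size; some results filed as inactive show a strong effect at the top dose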
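Yeast FUS proteinopathy model; galactose-induced FUS (2%), starting OD 0.005. Cpds in dilution series, 24hr, 30C, 99% humidity. Abs 600 nm growth. Pos ctrl CP55940 (top 92uM final); neg ctrl DMSO.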
* marks the source's active call; other numbers are inactive results; ? = inconclusive; · = no result given; [ ] = remark or other dose. Unless noted, the call rests on the fitted dose curve; in most records, active means well fitted curve in the direction sought with a large enough effect; inconclusive means small, poorly fitted or top-dose-only effect, or another doubt; inactive means no such curve, though single readings can be large; an effect the other way counts as inactive or inconclusive.

Each structure is followed by: PI5P4K alpha inh	WRN inhibitor	Abeta rescue	EPAC1 ag	EPAC1 antagonist	FUS yeast rescue	IL2 activator	PLK1 PBD block	aSyn rescue
[1] Cc1cc(NC(=O)CN2CCCCCCC2)no1
    ·	-6.8%	-5.2%	11.5%	-6.5%	3.8%	-1.4	-4.2%	3.6%
[2] CS(=O)(=O)c1ccc(-c2cn3cc(C(=O)O)ccc3n2)cc1
    -15.1	-3.0%	-9.9%	-0.4%	3.5%	-0.4%	0.6	-4.8%	-6.9%
[3] Cn1cc(C(=O)N/N=C/c2ccc(Br)c([N+](=O)[O-])c2)c2ccccc21
    -5.0	0.6%	10.6%	-2.2%	2.0%	2.0%	-0.2	-4.6%	-1.9%
[4] COc1ccc(NS(=O)(=O)c2ccc(NC(=O)c3ccccn3)cc2)cc1
    5.2	-2.4%	7.6%	-0.4%	-16.6%	4.3%	-0.1	0.7%	-1.0%
[5] O=C(ONC1=NCCCCC1)c1c(F)cccc1F
    -0.7	4.0%	-56.8%[inhibitor]	3.9%	6.6%	2.8%	0.0	-2.0%	-27.1%
[6] CCN(CC)C(=O)CC(c1ccccc1)c1ccco1 (configuration not stated)
    ·	-3.8%	4.4%	0.7%	2.0%	11.6%	0.0	-6.6%	1.1%
[7] Cc1ccc2c(CN(C)Cc3ccccc3)cc(=O)oc2c1
    4.1	-2.6%	-13.3%	-0.1%	12.8%	-22.8%	-0.2	-3.8%	0.4%
[8] O=C(CN1CCN(S(=O)(=O)c2ccc(F)cc2)CC1)c1ccc(O)c(O)c1
    -4.0	-2.9%	-9.2%	-7.7%	-1.7%	5.4%	6.0	-13.9%	0.1%
[9] Cc1nc2sc(C(c3ccccc3)N3CCN(C(=O)c4ccco4)CC3)c(O)n2n1 (configuration not stated)
    ·	-12.5%	-5.7%	7.2%	-7.1%	-11.3%	1.1	-7.9%	0.8%
[10] CC1=CC(=NNS(=O)(=O)c2ccc([N+](=O)[O-])cc2)CC(C)(C)C1
    0.2	-14.4%	13.3%	-9.9%	-7.1%	5.5%	-0.6	-10.8%	3.7%
[11] COc1ccc(Cc2nc3ccc(C(=O)NCCc4ccccn4)cc3o2)cc1OC
    0.0	8.4%	0.2%	0.5%	-21.5%	6.3%	-0.2	-3.6%	0.0%
[12] O=C1CCc2cc(NS(=O)(=O)c3ccccc3)cc3c2N1CCC3
    -2.5	-4.1%	8.4%	4.8%	-1.8%	-3.7%	-4.9	-9.8%	-0.9%
[13] Nc1ccccc1C(=O)C[C@H](N)C(=O)O
    -1.0	4.4%	-23.6%	-9.1%	-23.3%	-36.6%	-0.2	-9.1%	7.3%
[14] Cc1cc(N2CCN(C)CC2)nc2ccc(NC(=S)N3CCOCC3)cc12
    0.7	2.0%	-6.8%	8.3%	-3.4%	3.2%	-2.5	2.0%	-6.0%
[15] Cc1ccc(OCCNC(=O)Cc2ccc(F)cc2)cc1
    1.8	2.1%	-16.2%	-0.9%	1.8%	14.1%	-2.1	-1.1%	7.9%
[16] COc1cccc(-c2nnc3n2N=C(C(C)(C)C)CS3)c1
    0.2	-2.8%	-8.7%	0.5%	-3.2%	35.3%	-2.5	-5.7%	6.0%
[17] COC(=O)c1cnn(-c2ccc(Cl)cc2)c1/C=N/NC(N)=S
    0.0	-17.3%	1.3%	-0.9%	7.3%	-19.1%	-0.8	1.1%	-0.3%
[18] NC(=O)C1CCN(C(=O)CC(c2ccccc2)c2ccccc2)CC1
    5.3	10.0%	1.0%	6.9%	4.4%	12.2%	0.4	-15.7%	-5.6%
[19] Nc1nc(N)c2[nH]c(-c3ccccc3)nc2n1
    0.1	-19.2%	-3.8%	2.5%	-11.5%	-5.4%	-0.5	-3.8%	-11.5%
[20] C/C(Nc1ccc(C)cc1)=C(/C#N)C(N)=O
    ·	-5.1%	8.9%	-3.3%	-0.8%	-4.4%	-1.7	-1.5%	1.9%
[21] COc1ccc(-n2nc(C)cc2Nc2ccccc2C(=O)O)cc1
    -12.2	-6.4%	9.6%	9.6%	-9.6%	0.1%	-0.4	-1.2%	0.6%
[22] CNS(=O)(=O)c1cc(Br)ccc1S(=O)c1ccccc1C(=O)O (configuration not stated)
    1.2	7.3%	8.2%	-1.2%	6.2%	5.9%	-0.5	1.7%	0.1%
[23] COc1ccc(N(CC(=O)N2CC=C(c3ccccc3)CC2)S(=O)(=O)c2c(C)noc2C)cc1
    0.2	-8.8%	2.8%	-4.7%	0.9%	?	-4.0	0.3%	-0.1%
[24] O=C(NCC1CCCO1)c1cc2c(s1)CCC2 (configuration not stated)
    -0.1	-0.7%	0.9%	-1.0%	-24.9%	-48.6%	1.0	2.7%	-0.7%
[25] O=C1CCC(C(=O)OCc2nnc(-c3ccc(Cl)cc3)o2)=NN1
    -5.7	4.6%	-14.0%	-5.5%	3.2%	13.2%	0.1	-0.3%	-2.6%
[26] CCOC(=O)c1cc(-c2csc(-c3ccc(C(F)(F)F)cc3)n2)on1
    -1.2	2.0%	-7.9%	-4.1%	1.0%	-3.0%	-1.1	4.4%	0.7%
[27] Cc1cc(C(=O)Nc2cccc(C)c2C)c2ccccc2n1
    -6.3	8.3%	-1.1%	2.7%	-17.2%	-13.5%	-1.6	2.4%	-0.2%
[28] Cc1ccccc1NC(=O)N(O)C1(C#N)CCCCC1
    17.9	4.4%	-4.7%	10.9%	6.4%	·	-4.0	-0.7%	4.1%
[29] C[C@H](CO)N1C[C@H](C)[C@@H](CN(C)Cc2ccccc2)Oc2c(NC(=O)C3CCCCC3)cccc2C1=O
    1.0	-11.3%	5.1%	-7.2%	-26.6%	10.6%	-0.5	1.5%	1.5%
[30] COc1cc2c(cc1OC)C(=NO)CCCC2
    -8.4	6.3%	-9.3%	2.7%	4.9%	-1.0%	-2.4	-0.9%	-1.8%
[31] O=C(NCc1nc2ccccc2[nH]1)C1=C[C@@H](c2csc3ccccc23)C[C@@H](OCCCCO)O1
    -25.6	5.5%	12.9%	6.8%	-21.6%	?	0.0	8.1%	2.0%
[32] CNc1nc(-c2ccc3c(c2)CCN3C(=O)c2ccccc2F)cs1
    -12.7	2.9%	-18.7%	19.7%	-18.2%	?	-2.5	-16.3%	-21.1%
[33] CCNC(=O)n1cc(-n2cncn2)c(-c2ccccc2)n1
    1.3	0.2%	0.7%	-2.0%	?	9.0%	-0.5	-17.4%	3.5%
[34] Cc1ccc(-c2nnn(C/C(N)=N/O)n2)cc1
    -5.6	-3.5%	7.5%	2.7%	-18.4%	20.1%	-1.3	2.3%	7.8%
[35] COc1ccc(-c2c(-c3cc(OC)cc(OC)c3)n(C)c3ccc(-c4ccn[nH]4)cc23)cc1
    11.3	-7.3%	0.6%	-4.9%	-1.2%	?	0.0	2.3%	7.2%
[36] CCN(CC)CCNC(=O)C(=O)Nc1ccc2c(c1)N(S(=O)(=O)c1cccs1)CCC2
    -3.0	2.2%	-7.8%	3.2%	1.8%	3.4%	1.2	-0.8%	3.4%
[37] Cn1c(CO)cnc1SCc1ccccc1
    0.8	11.6%	-7.0%	-4.6%	-2.8%	-17.4%	-0.3	-1.8%	-0.5%
[38] Cc1cccc(C(=O)NC2CC3CCCC(C2)N3C(=O)NC2CCCCC2)c1 (configuration not stated)
    -10.5	-28.0%	8.5%	9.4%	-17.7%	-2.2%	0.4	-19.7%	-1.0%
[39] CC1CCN(C(=O)CNC(=O)CNS(=O)(=O)c2ccccc2)CC1
    1.7	3.4%	-3.7%	5.2%	-24.7%	-17.3%	2.2	-4.0%	3.0%
[40] CCOc1ccccc1Oc1coc2cc(O)ccc2c1=O
    -7.4	-3.9%	28.3%	-0.1%	-5.5%	-4.7%	-0.7	-3.0%	-6.4%
[41] COCCCN(C(=O)c1cc(-c2ccco2)nc2ccccc12)c1c(N)n(Cc2ccccc2)c(=O)[nH]c1=O
    -67.7*	-28.1%	5.1%	5.9%	-0.7%	24.9%	-1.2	-18.6%	5.6%
[42] Cn1ccnc1SCC(=O)N1CCN(S(=O)(=O)c2ccccc2)CC1
    1.0	-3.3%	-17.4%	-12.4%	7.1%	-36.1%	-0.1	2.4%	4.6%
[43] CCn1cc(C(=O)N2CCN(Cc3ccc4c(c3)OCO4)CC2)c(=O)c2ccc(C)nc21
    -3.6	2.8%	-5.4%	3.4%	4.3%	1.9%	1.0	-11.1%	-2.7%
[44] O=C(N/N=C\c1ccc(F)cc1)c1ccc(Cn2cc(Br)c([N+](=O)[O-])n2)o1
    -7.8	-19.0%	6.7%	1.5%	4.3%	11.8%	-0.3	-1.7%	10.1%
[45] COc1cc(-c2noc(C)c2C#Cc2ccc(N)cc2)cc(OC)c1OC
    18.3	-9.6%	-11.9%	7.1%	-9.3%	21.2%	-4.1	-2.1%	12.3%
[46] CCCc1ccc(OCc2ccc(C(=O)N3CCN(c4ccccn4)CC3)o2)c(OC)c1
    ·	-17.3%	11.1%	23.7%	-10.6%	15.2%	-2.1	0.3%	-5.4%
[47] Cc1oc(-c2ccccc2Cl)nc1CS(=O)(=O)CC(=O)NCCc1ccccc1
    5.5	-0.3%	10.5%	-4.5%	0.5%	?	-1.6	-5.3%	10.5%
[48] COc1ccc(N2CS(=O)CC2=O)cc1 (configuration not stated)
    0.6	-0.5%	-4.1%	4.5%	-17.9%	-35.0%	-1.8	-11.8%	6.1%
